Bioassay records (PubChem BioAssay)
MCF10A rerep – DNA re-replication induction in MCF 10a cells. MCF 10A DNA re-replication, Hoechst nuclear intensity, 48 h. Potency, µM (titrated, usually from 46.1 µM), without a hit: at the top dose activity, positive = re-replication, hits mostly activators. 2.9% of 350,000 active. AID 624296; also: % of control where 0% means no effect; nearly all actives have a fitted effect of over 50% in size
ATXN viability – cell viability loss in ATXN counter-screen. Potency, µM (titrated, usually from 56.7 µM), actives largely listed as cytotoxic. 0.49% of 400,000 active. S2 cells (HEK-293 line with an ATXN2-luciferase reporter) viability, CellTiter-Fluor protease fluorescence, 24 h; also: nearly all actives have a fitted effect of over 40% in size
ATXN2 expr inh – reduces ATXN2 reporter expression in HEK-293 cells. HEK-293 ATXN2-luciferase reporter, luminescence, 24 h. Potency, µM (series often up to 57 µM), for inactives: at the top dose activity change, negative = inhibition, hits mostly inhibitors. 0.72% of 360,000 active. AID 1745845; also: % is scaled to controls: 0 for no effect and ±100 for the full control effect; nearly all actives have a fitted effect of over 55% in size
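qHTS (up to 57 uM final) was run with 24 h compound exposure of reporter cells at 37 °C. Each well was multiplexed: SteadyGlo luminescence measured ATXN2-luciferase expression after a fluorogenic Gly-Phe-AFC viability readout (25 uM final).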
TGFb SMAD3 inh – TGF-b pathway inhibition; HepG2 CAGA-GFP TGF-b/SMAD3 reporter, GFP fluorescence, 18 h; TGF-beta stimulated, 500 pg/mL final; Potency, µM (highest dose often 46.1 µM), without a hit: at the highest dose activity, negative = inhibition, usual class: inhibitors; 1.2% of 410,000 active; AID 588855; also: % is scaled to controls: 0 for no effect and ±100 for the full control effect; nearly all actives have a fitted effect of over 65% in size
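Cell-based qHTS in HEPG2 carrying a CAGA-GFP Smad reporter; compounds added before 500 pg/mL final TGF-beta, 18 h incubation at 37 degrees C, GFP fluorescence quantified per cell by imaging cytometry.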
HepG2 tox – HepG2 cytotoxicity, counter-screen for TGF-b inhibitors | HepG2 CAGA-GFP viability, ATP luminescence, 18 h | Potency, µM (series often up to 46.1 µM), for inactives: at the highest dose activity change, negative = cytotoxicity, hits mostly cytotoxic | 0.76% of 410,000 active; also: some results filed as inactive show a strong effect at the top dose
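HepG2 CAGA-GFP cells (1000/well, DMEM with 1% FBS) received compound, then TGF-beta at 500 pg/mL final, and were incubated 18 hours at 37 degrees C. Viability was read by CellTiter-Glo luminescence. Media-only wells were set as complete cell-killing and DMSO as no toxicity.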
Active calls of the source: *; i = inactive; ? = inconclusive; nt = no result given; & = joins results of further samples; ! = repeats disagree; [ ] = dose if it differs, or a comment. Calls follow the shape of the dose curve; as a rule, active = well fitted curve in the direction sought with a large enough effect; inconclusive = small, poorly fitted or top-dose-only effect, or another doubt; inactive = no such curve, though single readings can be large; an effect the other way counts as inactive or inconclusive. Potency is read from the fitted curve at half-maximal effect. This is a subset, so the mix of outcomes need not match the whole.

SMILES	MCF10A rerep	ATXN viability	ATXN2 expr inh	TGFb SMAD3 inh	HepG2 tox
CCCSS/C(CCO)=C(/C)N(C=O)Cc1cnc(C)nc1N	13µM*	nt	nt	nt	nt
Nc1nccs1	-2%	nt	nt	nt	nt
CC1CCC(C(C)C)C(OC(=O)c2ccccc2O)C1 (stereo not given)	-4%	nt	nt	nt	nt
CN(C)CC/C=C1\c2ccccc2COc2ccc(CC(=O)O)cc21	-1%	nt	nt	nt	nt
CC(C)(C)NC[C@H](O)COc1cccc2c1C[C@@H](O)[C@@H](O)C2	10%[20.6 µM]	nt	nt	nt	nt
CCCC(=O)O	-1%	nt	nt	nt	nt
COc1ccc(-c2cc(=O)c3c(O)cc(O[C@H]4OC(COC5OC(C)C(O)C(O)[C@H]5O)C(O)C(O)C4O)cc3o2)cc1O (stereo not given in full)	-2%	nt	nt	nt	nt
CC(=O)[C@@H]1CC[C@@H]2[C@@H]3C[C@H](C)C4=CC(=O)CC[C@@]4(C)[C@H]3[C@H](O)C[C@]21C	-1%[20.6 µM]	nt	nt	nt	nt
CC1=C(c2ccc(NN=C(C#N)C#N)cc2)NNC(=O)C1	1%	nt	nt	nt	nt
CC[C@@H](C)C(N)C(=O)O (stereo not given in full)	12%	nt	nt	nt	nt
C=CCN1C(=O)C(CC(C)C)NC1=S (stereo not given)	3%&-1%	nt	nt	nt	nt
NS(=O)(=O)c1cc2c(cc1C(F)(F)F)N[C@H](Cc1ccccc1)NS2(=O)=O	-1%[20.6 µM]	nt	nt	nt	nt
C=CC(C)(O)CC/C=C(\C)CCC=C(C)C (stereo not given)	13%	nt	nt	nt	nt
CCC(C)C(N)C(=O)O (stereo not given)	-1%	nt	nt	nt	nt
O=P(O)(O)O	-2%	nt	nt	nt	nt
CC(=O)N(C[C@@H](O)CO)c1c(I)c(C(=O)NC[C@@H](O)CO)c(I)c(C(=O)NC[C@@H](O)CO)c1I	nt	i	nt	nt	nt
Cc1c(CN2CCN(S(C)(=O)=O)CC2)sc2c(N3CCOCC3)nc(-c3cnc(N)nc3)nc12	nt	nt	?	nt	nt
CC(=O)Nc1nc(C)c(-c2ccc(Cl)c(S(=O)(=O)NCCO)c2)s1	nt	nt	?	nt	nt
CCOc1ccn(-c2ccc(F)cc2)c(=O)c1C(=O)Nc1ccc(Oc2ccnc(N)c2Cl)c(F)c1	nt	nt	-22%	nt	nt
COc1cc(N2CCC(N3CCN(C)CC3)CC2)ccc1Nc1ncc(Cl)c(Nc2ccccc2S(=O)(=O)C(C)C)n1	nt	nt	19µM*	nt	nt
CNC(=O)c1cc(Oc2ccc(NC(=O)Nc3cc(C(C)(C)C)nn3-c3ccc4ncccc4c3)c(F)c2)ccn1	nt	nt	1.4µM*	nt	nt
C=CC1=C(C(=O)O)N2C(=O)[C@@H](NC(=O)C(=NO)c3csc(N)n3)[C@H]2SC1	nt	nt	6%	nt	nt
CN1CCC(COc2cnc(-c3cccc(Cn4nc(-c5cccc(C#N)c5)ccc4=O)c3)nc2)CC1	nt	nt	-24%	nt	nt
O=C(Nc1ccccc1)Nc1ccc(-c2ccc(C(=O)[C@H]3CCC[C@H]3C(=O)O)cc2)cc1	nt	nt	26%	nt	nt
CN(C)CC=CC(=O)Nc1cc2c(Nc3ccc(F)c(Cl)c3)ncnc2cc1O[C@H]1CCOC1	nt	nt	27µM*	nt	nt
C[C@@H](NC(=O)c1ncnc(N)c1Cl)c1ncc(C(=O)Nc2cc(C(F)(F)F)c(Cl)cn2)s1	nt	nt	?	nt	nt
O=C(CCCCCCC(=O)Nc1ccc([C@H]2O[C@@H](CSc3nc(-c4ccccc4)c(-c4ccccc4)o3)C[C@@H](c3ccc(CO)cc3)O2)cc1)NO	nt	nt	66%[activator]	nt	nt
COc1cc(C)c(Sc2cnc(NC(=O)c3ccc(CNC(C)C(C)C)cc3)s2)cc1C(=O)N1CCN(C(C)=O)CC1 (stereo not given)	nt	nt	?	nt	nt
Cc1[nH]c(C=C2C(=O)Nc3ccccc32)c(C)c1CCC(=O)O	nt	nt	1.1µM*	nt	nt
CC(C)(C)c1cnc(CSc2cnc(NC(=O)C3CCNCC3)s2)o1	nt	nt	0.31µM*	nt	nt
Cc1cnc(Nc2cccc(CN3CCOCC3)c2)nc1Nc1cccc(S(=O)(=O)NC(C)(C)C)c1	nt	nt	8%	nt	nt
CN(C)c1nc(Cc2ccc(NC(=O)c3ccc(C(F)(F)F)cc3)cc2)nc(N(C)C)c1CC(=O)O	nt	nt	2%	nt	nt
C[C@@H]1[C@H](C)CC[C@]2(C(=O)O)CC[C@]3(C)C(=CC[C@@H]4[C@@]5(C)C[C@@H](O)[C@H](O)[C@@](C)(CO)[C@H]5CC[C@]43C)[C@@H]12	nt	nt	2%	nt	nt
COc1cc2c(cc1-c1c(C)noc1C)ncc1[nH]c(=O)n([C@H](C)c3ccccn3)c12	nt	nt	194%[activator]	nt	nt
Cc1cn([C@@H]2C[C@@H](O)[C@H](CO)O2)c(=O)[nH]c1=O	nt	nt	-8%	nt	nt
COc1cc(N2CCC(N3CCN(C)CC3)CC2)ccc1Nc1ncnc(Nc2ccccc2S(=O)(=O)C(C)C)n1	nt	nt	27µM*	nt	nt
O=C(c1cc(Cc2n[nH]c(=O)c3ccccc23)ccc1F)N1CCN(C(=O)C2CC2)CC1	nt	nt	?	nt	nt
Nc1nc(Nc2ccc(S(N)(=O)=O)cc2)nn1C(=O)c1c(F)cccc1F	nt	nt	12µM*	nt	nt
CC(C)CC(=O)Nc1n[nH]c2c1CN(C(=O)C1CCN(C)CC1)C2(C)C	nt	nt	1.1µM*	nt	nt
CNC(=O)c1cccc(-c2ccc3c(N4CCOC[C@H]4C)nc(N4CCOC[C@H]4C)nc3n2)c1	nt	nt	-32%	nt	nt
COc1ccc(-c2cc(=O)c3c(O)cc(O[C@@H]4O[C@H](CO[C@@H]5O[C@@H](C)[C@H](O)[C@@H](O)[C@@H]5O)[C@@H](O)[C@H](O)[C@@H]4O)cc3o2)cc1O	nt	nt	5%	nt	nt
CC(C)(C)c1cc(C(=O)O)c(NC(=O)Nc2ccc3[nH]ncc3c2)s1	nt	nt	0%	nt	nt
FC(F)(F)c1ccc(Nc2nc3ccc(Oc4ccnc(-c5ncc(C(F)(F)F)[nH]5)c4)cc3[nH]2)cc1	nt	nt	-12%	nt	nt
COc1cc2c(Oc3ccc(-c4cnc(Nc5ccc(F)cc5)n(C)c4=O)cc3F)ccnc2cc1OCCCN1CCOCC1	nt	nt	24µM*	nt	nt
CC1(O)CC(c2nc(-c3ccc4ccc(-c5ccccc5)nc4c3)c3c(N)nccn23)C1 (stereo not given)	nt	nt	?	nt	nt
CCNC(=O)Nc1ccc2ncc(Nc3ccc(C)cc3)nc2n1	nt	nt	-24%	nt	nt
CC(=O)O[C@]1(C(C)=O)CC[C@H]2[C@@H]3C=C(Cl)C4=CC(=O)[C@@H]5C[C@H]5[C@]4(C)[C@@H]3CC[C@@]21C	nt	nt	-15%	nt	nt
CN1CCc2c(c3ccccc3n2Cc2ccc(C(=O)NO)cc2)C1	nt	nt	?	nt	nt
Cn1c(=O)c(-c2c(Cl)cccc2Cl)cc2cnc(Nc3cccc(C(=O)O)c3)nc21	nt	nt	51%[activator]	nt	nt
Cn1c(Nc2ccc(C(F)(F)F)cc2)nc2cc(Oc3ccnc(-c4ncc(C(F)(F)F)[nH]4)c3)ccc21	nt	nt	-19%	nt	nt

More compounds follow:
SMILES	MCF10A rerep	ATXN viability	ATXN2 expr inh	TGFb SMAD3 inh	HepG2 tox
COc1cc2c(Oc3ccc4[nH]c(C)cc4c3F)ncnc2cc1OCCCN1CCCC1	nt	nt	34µM*	nt	nt
CC(C)n1cnc2c(NCCc3ccc(O)cc3)nc(-c3csc4ccccc34)nc21	nt	nt	?	nt	nt
CCN1C[C@H](C)n2c(c(O)c3c(=O)n(Cc4ccc(F)c(Cl)c4)nc(C(=O)NC)c32)C1=O	nt	nt	-4%	nt	nt
Cc1ccccc1C(C(=O)NC1CCCCC1)N(C(=O)CNc1ccc(C#N)cc1)c1cccc(F)c1 (stereo not given)	nt	nt	3%	nt	nt
Cc1c(C(=O)O)c(O)cc2c1C(=O)c1c(O)c([C@H]3O[C@H](CO)[C@@H](O)[C@H](O)[C@H]3O)c(O)c(O)c1C2=O	-4%	nt	nt	3%	3%
CC(NC(CCc1ccccc1)C(=O)O)C(=O)N1C(=O)N(C)CC1C(=O)O (stereo not given)	nt	i	12%	nt	nt
O=C(O)c1cn(C2CC2)c2cc(Cl)c(F)cc2c1=O	nt	i	21%	nt	nt
O=C(Nc1ccc(Cl)cc1)Nc1ccc(Cl)c(C(F)(F)F)c1	nt	16µM*!	?	nt	nt
Fc1ccc(C(c2ccc(F)cc2)N2CCNCC2)cc1	nt	i	-11%	nt	nt
CCOC(=O)[C@H](CCc1ccccc1)N[C@@H](C)C(=O)N(CC(=O)O)C1Cc2ccccc2C1	nt	i	-4%	nt	nt
C/C(=N\O)[C@@H](C)NCC(C)(C)CN[C@H](C)/C(C)=N/O	nt	i	-11%	nt	nt
O=C(CCCl)NCCc1ccccc1	nt	i	9%	nt	nt
CN(C)CCN(Cc1ccsc1)c1ccccn1	nt	i	1%	nt	nt
CC(Oc1c(Cl)cccc1Cl)C1=NCCN1 (stereo not given)	nt	i	-16%	nt	nt
COC(=O)c1cc(Cl)c(NC(C)=O)cc1OC	nt	i	17%	nt	nt
CCCc1ccc(OCC(=O)N2CCN(C(=O)COc3ccc(CCC)cc3OC)CC2)c(OC)c1	nt	i	-2%	nt	nt
COc1cc(N)c(Cl)cc1C(=O)NC1CCN(CCCOc2ccc(F)cc2)CC1OC (stereo not given)	nt	?	?	nt	nt
CCN(CC)C(=O)Nc1ccc(OCC(O)CNC(C)(C)C)c(C(C)=O)c1 (stereo not given)	nt	i	5%	nt	nt
O=C(O)[C@@H](O)[C@H](O)[C@H](O)[C@@H](O)C(=O)O	nt	i	3%	nt	nt
CC(C)(C)NCC(O)COc1ccccc1OCC1CCCO1 (stereo not given)	nt	i	13%	nt	nt
CC(=O)c1ccc(OCC(=O)N2CCCCC2)cc1	nt	i	46%[activator]	nt	nt
CC1c2ccccc2CN1NC(=O)c1ccc(Cl)c(S(N)(=O)=O)c1 (stereo not given)	nt	i	3%	nt	nt
